Statin myotox sup – protects C2C12 myotubes from simvastatin toxicity | rescue of ATP level, % at 7.49 µM | ATP luminescence, 48 h; scaled: DMSO 0, geranylgeraniol control 100 | actives 0.78% (n = 330,000);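 active means mean ATP rescue above about 67%, or every replicate alone reaching that limit, limit read from the data, passing the limit was not always enough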;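 further: myotubes were challenged with 10 µM simvastatin during compound exposure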
Cneo AK release – causes C. neoformans cell lysis | adenylate kinase release luminescence, 4 h; normalised: neutral wells 0, clomiphene wells 100 | lysis activity, % at 15 µM | actives 0.2% (n = 360,000) | AID 651654;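 active means mean lysis activity across replicates of at least 80%, whatever share of replicates individually reach that level; inactive means mean lysis activity below 80%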
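Test system: log-phase Cryptococcus neoformans yeast cells. Input: 5 × 10^6 yeast cells/mL. Medium: fresh YPD growth medium. Doses: single dose. Incubation: static 4 h at 37 °C with compound, 1 h detection. Measured by: luminescent adenylate kinase detection reagent. Read-out: signal increase indicating cell lysis. Benchmarks: Clomiphene.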
SIRT5 block – sirtuin-5 (human) deacylase inhibition; Q9NXA8; Purified SirT5, succinyl-peptide AMC, trypsin-coupled fluorescence; inhibition, % at 15 µM; actives 1.1% (n = 330,000); AID 652115; in the data active means inhibition above about 15%
Target sequence (Q9NXA8 whole entry, looked up): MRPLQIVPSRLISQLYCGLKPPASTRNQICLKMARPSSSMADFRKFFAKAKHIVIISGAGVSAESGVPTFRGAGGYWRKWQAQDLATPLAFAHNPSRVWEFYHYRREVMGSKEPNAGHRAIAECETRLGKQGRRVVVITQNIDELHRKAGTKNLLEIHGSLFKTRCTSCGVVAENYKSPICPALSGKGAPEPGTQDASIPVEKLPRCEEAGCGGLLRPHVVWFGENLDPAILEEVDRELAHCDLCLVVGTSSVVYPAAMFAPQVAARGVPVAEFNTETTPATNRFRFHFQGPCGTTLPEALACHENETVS
esBAF inh – SWI/SNF esBAF complex inhibition; mouse ES cells, Bmi1-luciferase knock-in reporter, 24 h; 100% = twice the neutral-well signal; reporter increase, % at 12.5 µM; actives 2% (n = 350,000); in the data active means activation above about 40%;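 further: 0% = median of the plate's neutral control wells and 100% = double that signal; a rise in the Bmi1 reporter signal indicates esBAF inhibition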
miR122 inh – miR-122 inhibition in Huh7 cells | Huh7 miR-122 Renilla luciferase sensor, 48 h; neutral wells = 0, positive control = 100 | activation (reporter increase), % at 12.5 µM | actives 0.3% (n = 340,000);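 active means mean replicate activation score at least 90 and every replicate individually at or above 90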;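 further: higher luciferase means less miR-122 activity so hits act as miR-122 inhibitors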
ERp5 block – inhibitors of human ERp5. Q15084. ERp5 insulin aggregation, absorbance 650 nm, 90 min. AID 651711. actives 0.05% (n = 350,000). inhibition, % at 9.99 µM;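 active means mean replicate inhibition above about 25%, with every replicate also reaching it, limit read from the data, passing the limit was not always enough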
Target sequence (Q15084 whole entry, looked up): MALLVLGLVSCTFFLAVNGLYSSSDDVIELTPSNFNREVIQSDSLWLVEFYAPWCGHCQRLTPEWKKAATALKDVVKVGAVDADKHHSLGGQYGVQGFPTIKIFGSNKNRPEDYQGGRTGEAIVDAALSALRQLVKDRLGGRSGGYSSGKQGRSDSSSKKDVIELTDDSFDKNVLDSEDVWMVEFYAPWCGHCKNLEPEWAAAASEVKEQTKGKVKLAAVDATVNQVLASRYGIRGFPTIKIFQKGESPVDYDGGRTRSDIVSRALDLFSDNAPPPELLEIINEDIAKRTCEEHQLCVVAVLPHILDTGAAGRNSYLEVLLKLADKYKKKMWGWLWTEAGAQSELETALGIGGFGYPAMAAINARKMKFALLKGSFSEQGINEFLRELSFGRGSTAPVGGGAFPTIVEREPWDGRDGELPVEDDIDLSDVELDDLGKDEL
ARNT-TACC3 inh – disrupts binding between human ARNT and TACC3. Q9Y6A5. AlphaScreen His-ARNT PAS-B/GST-TACC3 binding, luminescence; TACC3 fragment carries E629A point mutation. inhibition, % at 9.99 µM. actives 0.66% (n = 390,000);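 active means mean inhibition of replicates at least 50% and at least half of replicates each reaching 50%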;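 further: 0% = complete ARNT plus TACC3 wells and 100% = ARNT alone without TACC3; many hits fall short of the cut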
Starred values were filed as active, the others as inactive; · = not tested or not shown; & = joins results of further samples; [ ] = another dose, or the depositor's remark. Compounds as they come; any-hit rate near 4%.

The line under a structure holds: Statin myotox sup, Cneo AK release, SIRT5 block, esBAF inh, miR122 inh, ERp5 block, ARNT-TACC3 inh
COc1ccc(-c2ccc3n(c2=O)C[C@@H]2[C@@H](CO)[C@H](C(=O)NC4CCC4)N(S(C)(=O)=O)[C@H]32)cc1
  -18, -2, -50, -5, ·, -2, -3
O=[N+]([O-])c1cccc(C2CC(c3ccccc3)=NN2c2ccccc2)c1 (stereo unspecified)
  38, 1, -3, 0, ·, -8, 15
Cc1cc(C)c(O)c(-c2n[nH]c3c2C(c2cccc(O)c2)N(Cc2ccco2)C3=O)c1 (stereo unspecified)
  19, 2, 4, -10, 3, 1, 7
COCCNCC(=O)Nc1ccc(OC(F)(F)F)cc1
  0, 7, 3, -8, 13, 11, ·
Cc1cccc(NC(=O)C2CCCN(S(=O)(=O)c3ccc4c(c3)oc(=O)n4C)C2)c1 (stereo unspecified)
  -3, 2, 3, -9, -7, 4, -9
O=C(Nc1ccc2c(c1)OCO2)N[C@H]1CC[C@H](CCNC(=O)C2CCOCC2)O[C@H]1CO
  -2, -3, -4, -3, ·, 2, 0
Cc1cc(C)c(S(=O)(=O)Nc2cccc3nsnc23)c(C)c1
  23, 7, ·, 4, 89, ·, -1
CCc1nnc(N/N=C\c2ccc(OC(C)=O)c(OC)c2)n1N
  2, -3, 1, -4, 2, 2, -2
CCOc1ccc(OCC)c(NC(=O)CSc2nc3ccccc3c(=O)n2C)c1
  2, 2, ·, -9, -3, ·, -3
CC(=O)N(C)C[C@H]1Oc2cc(C#Cc3ccc(F)cc3)ccc2S(=O)(=O)N([C@@H](C)CO)C[C@H]1C
  1, 6, -1, 4, -30[16.7 µM], -3, -9
O=C(N[C@H]1C=C[C@H](CC(=O)N2CCC(Cc3ccccc3)CC2)O[C@H]1CO)c1cnccn1
  6, 2, 0, 7, ·, 3, 2
COCCNC(=O)C1CC(=O)N(c2ccc(OC)cc2)C1c1ccc(OC)cc1 (stereo unspecified)
  ·, -3, -2, ·, ·, 1, -6
C=CCn1c(C)nnc1SCC(=O)Nc1nc(C)c(C(=O)N(C)C)s1
  8, -4, -7, -4, ·, -1, -5
COc1ccccc1-c1ccc2n(c1=O)C[C@@H]1[C@@H](CO)[C@H](C(=O)N3CCN(C)CC3)[C@H]2N1CC1CC1
  16, -1, -5, 0, 0[16.7 µM], -2, 16
C[C@H]1CN([C@@H](C)CO)C(=O)c2cccc(NC(=O)Nc3cccc4ccccc34)c2O[C@H]1CN(C)C(=O)Nc1ccc2c(c1)OCO2
  ·, -3, 5, 8, -3[16.7 µM], -17, 25
COC(=O)c1c(CCl)noc1C(=O)NCC1CCCO1 (stereo unspecified)
  0, 1, 1, 0, 5, 8, -5
O=C(NCc1ccco1)/C(=C\c1ccc(F)cc1)NC(=O)c1ccco1
  -5, -2, -2, 0, -1, 3, -2
O=C(C[C@@H]1C[C@@H]2c3cc(NC(=O)Nc4ccccc4F)ccc3O[C@@H]2[C@@H](CO)O1)NCc1cc(F)ccc1F
  0, 5, -1, 8, -1[16.7 µM], -2, -4
CC1(C)NC(=O)N(CC(=O)OCC(=O)c2ccc(Cl)s2)C1=O
  1, 1, 0, -1, ·, 4, 0
COc1cc(/C=C(\C#N)C(=O)NC(C)C)ccc1OCc1ccc(C(=O)O)cc1
  -9, -4, -4, 11, -6, -3, -4
O=[N+]([O-])c1cc([N+](=O)[O-])c(Oc2cc(F)ccc2F)cc1NN1CCCCC1
  6, -5, ·, 2, 7, 5, 17
O=C(Cc1ccccc1)Nn1c(-c2ccccc2)nc2ccccc2c1=O
  ·, ·, -9, ·, ·, -4, -20
CC1=C(C(=O)OCc2ccccc2)C(c2cccc([N+](=O)[O-])c2)NC(=O)N1C (stereo unspecified)
  24, 0, -6, -1, -7, -2, -1
O=C(C[C@H]1C[C@@H]2c3cc(NC(=O)C4CCOCC4)ccc3O[C@@H]2[C@@H](CO)O1)NC1CCCC1
  -2, 3, 1, -3, -5[16.7 µM], -1, -9
COc1ccc(CC(=O)NC2CCS(=O)(=O)C2)cc1 (stereo unspecified)
  -9, -2, -4, -4, -6, 2, -3
O=C(C[C@H]1C[C@@H]2c3cc(NC(=O)Nc4ccccc4)ccc3O[C@@H]2[C@@H](CO)O1)NCc1ccncc1
  1, 9, 4, -4, 2[16.7 µM], 0, 0
CCN1CCN(C(=S)c2ccc(O)cc2)CC1
  ·, -1, -5, ·, ·, -5, 2
O=C(CCc1nc2ccccc2[nH]1)N1CCN(C(=O)c2ccco2)CC1
  0, 2, 12, -6, 4, -3, 3
C[C@H](CO)N1C[C@H](C)[C@@H](CN(C)C(=O)Nc2ccc3c(c2)OCO3)Oc2ccc(NC(=O)Cn3cnnn3)cc2C1=O
  8&5, 1&0, 7&-7, 2&15, 3[16.7 µM], 0&-3, 2
COC(=O)c1cn(C(=O)c2ccccc2F)nc1N
  -1, -2, 0, -3, -3, -2, 0
CCc1nnc(NC(=O)CSc2nc3cccnc3n2C2CCCCC2)s1
  ·, 0, ·, ·, 7, ·, -4
CCCc1ccc(Oc2cc(Cl)nc(N)n2)cc1
  ·, ·, -3, ·, ·, 1, -11
C/C=C/c1cnc2c(c1)C(=O)N([C@@H](C)CO)C[C@@H](C)[C@H](CN(C)S(=O)(=O)c1ccccc1F)O2
  16, -5, 4, -6, 8[16.7 µM], 2, ·
CC(=O)c1sc(-c2cccc(Cl)c2)nc1C
  -1, -4, 7, 22, -6, 0, 0
COc1ccc(/C(O)=C2/C(=O)C(=O)N(CCN(C)C)C2c2ccc(F)cc2)cc1Cl (stereo unspecified)
  8, 0, ·, 0, -3, ·, -2
C[C@H](CO)N1C[C@H](C)[C@H](CN(C)C)Oc2ccc(NS(C)(=O)=O)cc2CC1=O
  17, -4, 9, -4, 2[16.7 µM], 9, -13
CC(=O)c1ccc(N=c2scc(C)n2C(C)C)cc1
  ·, ·, 2, ·, ·, 5, 6
CCN(C(=O)COC(=O)c1cc(=O)[nH]c2ccccc12)c1c(N)n(Cc2ccccc2)c(=O)[nH]c1=O
  3, 0, -5, 2, -1, 2, ·
Cc1nc(SCC(=O)Nc2c(C)nn(C)c2C)c2cnn(-c3ccccc3)c2n1
  -13, 0, ·, -26, -2, ·, -1
CCCSc1nnc2nc(C)cc(C)n12
  5, 1, ·, 1, -1, 1, 1
COc1ccccc1Nc1nnc(SCC(=O)NC2CCCC2)s1
  -4, -3, 0, -5, ·, -4, ·
CCCCN(CC)CCNC(=O)c1cc2c(=O)n(CC)c3ccccc3c2s1
  7, -1, -6, -10, -3, -2, 2
Cc1ccc(S(=O)(=O)N(C)C)cc1NC(=O)COC(=O)C1=COCCO1
  6, -2, -3, -1, ·, 5, -4
COc1cc(NS(=O)(=O)c2ccc3ccccc3c2)c2ncccc2c1
  1, 6, -3, -18, 152*, 1, 13
CCN(Cc1cnn(C)c1)C(=O)c1cc(COc2ccc3c(c2)CCCC3)on1
  5, -3, -3, 46*, ·, 3, -1
CC(C)NC(=O)Nc1ccc2c(c1)C(=O)N([C@H](C)CO)C[C@@H](C)[C@@H](CN(C)Cc1ccc(C(=O)O)cc1)OCCCC[C@H](C)O2
  ·, -1, -3, -2, 0[16.7 µM], 4, -1
C[C@@H]1CN([C@H](C)CO)C(=O)c2cc(-c3ccc(F)cc3)cnc2O[C@H]1CN(C)C(=O)Nc1ccc(F)cc1
  21, ·, ·, 4, 3[16.7 µM], ·, ·
COc1cccc(-n2c(O)c(C=NCc3ccccn3)c3ccccc3c2=O)c1
  ·, ·, -2, ·, ·, 2, 11
CC1(c2ccccc2)NC(=O)N(CC(=O)NNC(=O)c2cccc(Cl)c2)C1=O (stereo unspecified)
  -2, 1, 0, -4, ·, 5, -8
COc1ccc(S(=O)(=O)Cc2ccc(C(=O)N3CCc4ccccc4C3)o2)cc1
  -4, 0, ·, -3, 7, 12, 2
COc1ccc(C(=O)OCCCc2cc3ccccc3c(=O)o2)cc1
  2, 5, ·, 3, 6, 1, -7
CC#CCCC(=O)N1C=Cc2ccccc2C1C#N (stereo unspecified)
  5, 1, ·, 2, 8, ·, -14
C(=N\Nc1ccc2nncn2n1)/c1ccccn1
  ·, 1, 1, ·, -3, 2, 51*
Cc1ccc(Cl)cc1-c1cc(C(=O)Nc2ccc(F)cc2)[nH]n1
  -47, -4, ·, 63*, 1, 0, ·
COc1cccc(C2C3CN(C)CC=C3C(C#N)=C(N)C2(C#N)C#N)c1OC (stereo unspecified)
  2, 0, ·, -4, 4, ·, -16
Cc1ccccc1NC(=S)N1CCC(C(=O)c2ccc(F)cc2)CC1
  -36, 6, 4, -12, 1, 2, -3
O=C(CSc1ncn(-c2ccccc2)n1)c1cccs1
  -8, -1, ·, 64*, -9, ·, -3
CCOc1ccc(CC2c3cc(OCC)c(OCC)cc3CCN2C(=O)CN2CCN(C)CC2)cc1OCC (stereo unspecified)
  ·, 3&-3, ·, -4, 2, 1, -2&-17
O=C(NC1CCCC1)N1CCCCN2[C@H](CO)[C@H](c3ccc(-c4cccnc4)cc3)[C@H]2C1
  -7, 2, -1, -2, 1[16.7 µM], -2, -5
O=C(C[C@H]1CC[C@@H](NC(=O)Cc2ccccn2)[C@H](CO)O1)NCCc1ccncc1
  -2, -16, -2, 2, -1[16.7 µM], 1, 2

Shown as a markdown table: part of the list above.
| Compound | Statin myotox sup | Cneo AK release | SIRT5 block | esBAF inh | miR122 inh | ERp5 block | ARNT-TACC3 inh |
| --- | --- | --- | --- | --- | --- | --- | --- |
| C(=N\Nc1ccc2nncn2n1)/c1ccccn1 | · | 1 | 1 | · | -3 | 2 | 51* |
| COc1cccc(-n2c(O)c(C=NCc3ccccn3)c3ccccc3c2=O)c1 | · | · | -2 | · | · | 2 | 11 |
| COc1ccc(C(=O)OCCCc2cc3ccccc3c(=O)o2)cc1 | 2 | 5 | · | 3 | 6 | 1 | -7 |
| COc1cc(NS(=O)(=O)c2ccc3ccccc3c2)c2ncccc2c1 | 1 | 6 | -3 | -18 | 152* | 1 | 13 |
| Cc1ccc(Cl)cc1-c1cc(C(=O)Nc2ccc(F)cc2)[nH]n1 | -47 | -4 | · | 63* | 1 | 0 | · |

Following part.
The line under a structure holds: Statin myotox sup, Cneo AK release, SIRT5 block, esBAF inh, miR122 inh, ERp5 block, ARNT-TACC3 inh
C[C@H](CO)N1C[C@H](C)[C@H](CN(C)C(=O)CCC(F)(F)F)OCCCC[C@H](C)Oc2ccc(NC(=O)C3CCCCC3)cc2C1=O
  ·, -1, 3, 11, 3[16.7 µM], 2, -9
CCc1nn(C(C)C(=O)NCc2ccc(Cl)cc2)c(=O)c2cc3occc3n12 (stereo unspecified)
  12, 11, 0, -2, ·, -1, -8
O=C(Nc1cccc(Cl)c1N1CCOCC1)c1ccc2c(c1)OCCO2
  ·, ·, -5, ·, ·, 0, -2
CCCCC(O)(CCCC)C(=O)NN(C(=O)OC)c1ccccc1
  ·, 3, -2, ·, 144*, 5, -4
CC(NC(=O)/C=C/c1ccc(Br)cc1)c1ccc(Cl)cc1 (stereo unspecified)
  18, 2, 2, -9, -2, 4, ·
Cc1c(C=C(C#N)c2ccc([N+](=O)[O-])cc2)c(=O)n(-c2ccccc2)n1C
  -3, -6, ·, 0, -1, -4, -1
C[C@H](CO)N1C[C@H](C)[C@@H](CN(C)C)Oc2ccc(NC(=O)Nc3ccc(C(F)(F)F)cc3)cc2CC1=O
  -141, 1, -9, -9, 9[16.7 µM], -4, -1
CCCOc1ccc(C2C(C(=O)c3ccc(C)o3)=C(O)C(=O)N2Cc2ccco2)cc1OCC (stereo unspecified)
  ·, -7, 1, ·, ·, 2, 0
O=C(Cc1ccc(NC2=NC3CS(=O)(=O)CC3S2)cc1)NCc1ccc(Cl)cc1 (stereo unspecified)
  -4, -1, -5, -3, 10, -2, 0
c1ccc(CCn2c(C3CC3)nc3ccccc32)cc1
  -29, 44, 0, -10, -2, 2, 3
Cc1ccccc1S(=O)(=O)N1CCCCN2[C@@H](CO)[C@@H](c3ccc(-c4cccc(F)c4)cc3)[C@@H]2C1
  -45, 1, 0, -8, -21[16.7 µM], 0, 31
CC(C)(C)N(Cc1ccccc1)C(=O)COC(=O)c1ccc([N+](=O)[O-])o1
  -4, -1, -2, 0, -6, -4, ·
O=C(NCCCCCc1nc2ccccc2[nH]1)c1ccccc1Cl
  -1, 0, ·, 2, -4, 4, -6

Source: PubChem BioAssay
